From PubChem BioAssay
TNAP activation fold = human TNAP enzyme activators, primary screen, biochemical, luminescent, no phosphate acceptor, uHTS (AID 1001); Alkaline phosphatase, tissue-nonspecific isozyme (Homo sapiens); purified TNAP, luminescent activation assay, no phosphate acceptor; higher activation fold means a stronger effect; one-dose activation fold at 20 µM; EC50 in µM for titrated hits; 0.03% of 200,000 active; in the data active = activation fold from about 3, or a potency from the dose series; inactive = the rest, 99 in 100 with activation fold below about 1.6; also: many of its hits are not listed in these tables
PMI inhibitors = inhibitors of human PMI, primary screen, biochemical, fluorescence intensity, coupled assay (AID 1209); Mannose-6-phosphate isomerase (Homo sapiens); purified PMI enzyme, coupled fluorescence intensity; higher % means a stronger effect; one-dose inhibition, % at 20 µM; IC50 in µM for titrated hits; 0.42% of 190,000 active;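 also: plate controls were DMSO vehicle for no effect and wells lacking substrate for full effect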
human PMI inhibitors = human PMI inhibitors, high substrate, primary screen, biochemical, fluorescence intensity, high mannose 6-phosphate (AID 1220); one-dose inhibition, % at 20 µM; IC50 in µM for titrated hits; 0.66% of 190,000 active; Mannose-6-phosphate isomerase (Homo sapiens); recombinant PMI enzyme, coupled fluorescence intensity; higher % means a stronger effect
CSM14.1 death rescue = rescue of cells from ER stress-induced death, primary screen, 384-well, CSM14.1, thapsigargin, ATP luminescence (AID 1222); cellular ATP content (survival), % at 20 µM, or EC50 in µM where a hit was titrated; 190,000 tested, under 10 active; CSM14.1 thapsigargin-induced death rescue, ATP luminescence; higher % means a stronger effect;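 active = EC50 below 50 µM in the dose-response confirmation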;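 also: death triggered by thapsigargin at about 15 µM added after 2 h compound pretreatment; cell ATP read after overnight thapsigargin exposure of roughly 18 to 22 hours; normalized against plate controls of thapsigargin alone and 5% DMSO vehicle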
M1AAP inhibition = P. falciparum M1AAP inhibitors, biochemical, fluorogenic H-Leu-NHMec substrate, 1536-well (AID 1445). 0.42% of 220,000 active. recombinant M1AAP, H-Leu-NHMec fluorogenic kinetic assay; higher % means a stronger effect. inhibition, % at 30 µM; hits with a dose series show IC50 in µM;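 active = primary inhibition above the hit cutoff, then over 50% inhibition at one or more dose response concentrations, cut at about 23% in these data, passing the limit was not always enough; inconclusive = conflicting primary data, or primary hits not chosen for dose response; inactive = low primary inhibition, or under 50% at every dose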;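 also: plate controls were DMSO full reaction for no effect and no enzyme background for full effect; strong numbers were not always called active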
Myeloid diff MLP = induction of myeloid progenitor differentiation, primary screen, cell-based, flow cytometry, MLPCN library; ER-HoxA9 myeloid progenitors, lysozyme-GFP differentiation; calls only at 10 µM; 1% of 360,000 active;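 active = normalized GFP-positive differentiation at or above the plate's own cutoff, the solvent-only control mean plus 3 SD; inconclusive = no clear call, values can overlap the other calls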;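 also: cells exposed to compound for four days before flow analysis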
XIAP displacement = XIAP antagonists, biochemical, IAP family, fluorescence polarization (AID 1018). E3 ubiquitin-protein ligase XIAP (Homo sapiens). XIAP BIR domain, fluorescence polarization peptide displacement; higher % means a stronger effect. displacement, % at 20 µM; hits with a dose series show IC50 in µM. 0.007% of 200,000 active; in the data active = displacement above about 50%; also: a part of the inactive calls stands beside numbers as strong as those of hits
P. falciparum M17LAP = P. falciparum M17LAP inhibitors, primary screen, biochemical, fluorogenic H-Leu-NHMec substrate, 1536-well (AID 1619); Leucine aminopeptidase (Plasmodium falciparum (isolate 3D7)); recombinant M17LAP, H-Leu-NHMec fluorogenic kinetic assay; higher % means a stronger effect; inhibition, % at 30 µM; hits with a dose series show IC50 in µM; 0.38% of 220,000 active;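 active = compound inhibiting the enzyme by more than half at any dose during confirmatory dose-response retesting; inconclusive = strong single-dose inhibitors picked by rank but not retested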;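 also: plate controls were full reaction with DMSO carrier for no effect and no enzyme background for full effect; strong numbers were not always called active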
LYP inhibition = inhibitors of LYP phosphatase, biochemical, fluorescence intensity, uHTS (AID 1779) | Tyrosine-protein phosphatase non-receptor type 22 (Homo sapiens) | recombinant LYP phosphatase, fluorescence intensity; higher % means a stronger effect | inhibition, % at 11.5 µM; hits with a dose series show IC50 in µM | 0.054% of 290,000 active;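 also: plate controls were vehicle with enzyme for no effect and no enzyme for full effect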
Myeloid diff MLP GFP+ MAC1+ % = further read-out of Myeloid diff MLP, marked with its call; GFP+ MAC1+ double positive, %; measured here: differentiation confirmed by MAC1 staining
Active calls of the source: *; i = inactive; ? = inconclusive; nt = no result given. Rule as the data show it, unless noted: active = inhibition above about 50%; inactive = the rest.

SMILES | TNAP activation fold | PMI inhibitors | human PMI inhibitors | CSM14.1 death rescue | M1AAP inhibition | Myeloid diff MLP | Myeloid diff MLP GFP+ MAC1+ % | XIAP displacement | P. falciparum M17LAP | LYP inhibition
Cc1cc(C)c2[nH]c(=O)c(CN(CC3CCCO3)C(=S)NCc3ccco3)cc2c1 (stereo not drawn) | 1.4 | 13% | 0% | -0.1% | -1% | i | 0.9 | -5.9% | 3% | 0%
CCCOc1ccc(/C(O)=C2/C(=O)C(=O)N(CCCn3ccnc3)C2c2cccs2)cc1 (stereo not drawn) | 1 | 0% | 3% | 0.3% | 7% | i | 0.2 | -5.1% | 15% | 3%
Cc1ccc(CNCC(=O)Nc2cccc(S(=O)(=O)NC3=NCCCCC3)c2)cc1 | 1.2 | 3% | 3% | -0.5% | 16% | i | 0.1 | -4.3% | 1% | -2%
O=C(Cc1ccccc1)N1CCN(S(=O)(=O)c2ccc([N+](=O)[O-])cc2)CC1 | 1 | 5% | 3% | 1.4% | 1% | i | 0.6 | -2.4% | 15% | -6%
CC(=O)Nc1ccc(NC2=Nc3ccccc3N3C2=Nc2c(c(C)nn2-c2ccccc2)C3c2ccccc2)cc1 (stereo not drawn) | 1.2 | 6% | -1% | -0.3% | 3% | i | 2.0 | -3.3% | 7% | -2%
CCc1cc2c(=O)c(-c3nc4ccccc4n3C)coc2c(CN2CCOCC2)c1O | 1 | 16% | 9% | 1.2% | 6% | i | 0.2 | -2.0% | 16% | -4%
COC(=O)c1c(C)cc(C)c2c1CC(C)(C)C2=O | nt | nt | nt | nt | 2% | i | 1.1 | nt | -1% | -6%
Cc1c(NC(=O)C2CCCNC2=O)c(=O)n(-c2ccccc2)n1C (stereo not drawn) | 1.1 | 17% | 18% | -2.2% | 8% | i | 0.7 | -6.0% | -2% | -3%
O=C(N=NC(=O)c1ccc2c(O)n(CC3CCCO3)c(O)c2c1)c1cccnc1 (stereo not drawn) | nt | nt | nt | nt | 1% | i | 0.8 | nt | 3% | -9%
CCN1CCCC1CNC(=O)C(=O)NC(C)c1ccccc1 (stereo not drawn) | 1.1 | 10% | 1% | -0.7% | 2% | i | 0.6 | -2.5% | -10% | -7%
COc1ccc(P(=O)(COc2ccc([N+](=O)[O-])cc2)c2ccc(OC)cc2)cc1 | 1.1 | -5% | -5% | 5.9% | 6% | i | 0.9 | -4.1% | 3% | 7%
CC(C)(C)NC(=O)Nc1ccc(F)c(Cl)c1 | 1.1 | 11% | 14% | -0.3% | 4% | i | 0.2 | -5.8% | -7% | -5%
Cc1cccc(NC(=O)c2ccccn2)c1C | 1 | -8% | 2% | -0.8% | 6% | i | 0.4 | -4.3% | 4% | -4%
Cc1[nH]c2ccccc2c1-c1csc(NC(=O)CSCC(=O)O)n1 | nt | nt | nt | nt | 5% | i | 0.2 | nt | 10% | -5%
COc1ccc2nc(NC(=O)Cn3cnc4ccccc4c3=O)sc2c1 | nt | nt | nt | nt | 4% | i | 1.7 | nt | 2% | 0%
CCN1C(C)=C(C)S/C1=C1\SC(=S)N(C2CCCCC2)C1=O | 1 | nt | nt | -0.3% | -4% | i | 0.4 | -4.1% | -2% | -3%
CCCCOn1c(C)c(C(=O)OCC)c2c3no[n+]([O-])c3ccc21 | 1 | 7% | -1% | -4.5% | 2% | i | 5.7 | -6.2% | 2% | 6%
CCn1ncc(Br)c1C(=O)Nc1cc(C)ccc1F | 1.1 | 4% | 0% | -1.2% | -1% | i | 0.7 | -2.6% | 1% | -5%
Cc1c(NC(=O)Nc2cccs2)cccc1[N+](=O)[O-] | 0.9 | -6% | -8% | -7.3% | 2% | i | 1.5 | -8.1% | 6% | 0%
O=C(Cn1c(NCCO)nc2ccccc21)c1ccc(Cl)cc1 | 1.1 | -16% | -13% | -1.5% | 7% | i | 0.9 | -2.7% | -1% | -2%
O=C(O)COc1ccccc1Cc1ccccc1 | 1.1 | 0% | 3% | -0.5% | -5% | i | 1.0 | 1.6% | 16% | -9%
O=C(Nc1ccc(-c2csc(Nc3ccccc3)n2)cc1)c1cc([N+](=O)[O-])cc(C(F)(F)F)c1 | nt | nt | nt | nt | 0% | i | 1.8 | nt | -4% | 1%
O=C(c1cc([N+](=O)[O-])ccc1N1CCOCC1)N1CCCC1 | 1 | -5% | -8% | -1.0% | 6% | i | 0.2 | -7.9% | 23% | -5%
CCOC(=O)c1c(-c2ccccc2)[nH]c2ccc(O)cc12 | 1.1 | 9% | 6% | -3.3% | 4% | i | 0.8 | 5.7% | -13% | -8%
CC1CCN(S(=O)(=O)c2ccc(NC(=O)Cc3cccs3)cc2)CC1 | 1 | 18% | 15% | 0.5% | 4% | i | 0.3 | -2.7% | -3% | -4%
COc1ccc(COCC(O)CN2CCC(C(N)=O)CC2)cc1OC (stereo not drawn) | 1.1 | -2% | 5% | nt | 0% | i | 0.3 | -5.3% | 0% | -4%
Cc1cc2oc(=O)c3c(c2cc1OC(=O)c1ccco1)CCCC3 | 1.1 | 20% | 6% | -1.9% | 4% | i | 0.7 | -3.3% | 1% | -2%
CCc1c(O)nc(SCC(=O)N2CCOCC2)n(-c2ccccc2)c1=O | 1.1 | 23% | 18% | -2.1% | 0% | i | 5.2 | -4.3% | 15% | -4%
COc1ccc(N2CCN(C(CNC(=O)C(C)(C)C)c3cccnc3)CC2)cc1 (stereo not drawn) | 1 | -1% | 10% | -0.8% | 0% | i | 0.4 | -8.7% | 2% | -6%
CCC(C(=O)OCC(=O)Nc1cc(Cl)ccc1Cl)c1ccccc1 (stereo not drawn) | 1 | 13% | 4% | 4.1% | 0% | i | 0.5 | -1.1% | 6% | 1%
CN(Cc1ccccc1)C(=O)COC(=O)c1ccc(S(=O)(=O)N(C)C)cc1 | 1.1 | -16% | -5% | -0.1% | 2% | i | 0.4 | -5.2% | -9% | -2%
O=C(Cn1cnc2c(nnn2Cc2ccccc2)c1=O)c1ccc(Cl)cc1 | 1 | -10% | -1% | -1.1% | 3% | i | 2.9 | -2.7% | 10% | -6%
CCCCc1nccn1CCn1ccnc1CCCC | 1.1 | 4% | -6% | nt | -6% | i | 0.5 | -11% | 4% | -2%
COc1ccc(NC(=O)CSc2nc3sc(C)c(C)c3c(=O)n2Cc2ccco2)cc1 | 1.1 | 8% | 12% | 1.3% | -3% | i | 0.4 | -2.2% | 10% | 6%
Cc1cccc(OCC(=O)Nc2ccc(S(=O)(=O)N3CCCC3)cc2)c1 | 1 | 1% | 2% | -0.8% | 7% | i | 1.2 | -3.6% | 2% | -4%
CCOC(=O)CC(=O)CSCC(=O)Nc1ccc(C)cc1 | 1.2 | 7% | 0% | -2.0% | 12% | i | 0.6 | -1.8% | 10% | -4%
CCOc1ccc(/C(O)=C2/C(=O)C(=O)N(c3ncccn3)C2c2ccccc2)cc1 (stereo not drawn) | 1.1 | -27% | -25% | -5.8% | 12% | i | 0.2 | -5.4% | 15% | 8%
COc1cccc(CNC(=O)Cn2cccc2)c1 | 1 | -8% | 0% | 0.5% | 1% | i | 5.4 | -9.4% | -4% | -8%
C=CCOc1ccc(/C(O)=C2\C(=O)C(=O)N(CCOC)C2c2cccnc2)cc1 (stereo not drawn) | 1 | 0% | -7% | 2.4% | 6% | i | 6.7 | -6.0% | 9% | -5%
O=C1CCCC2=C1C(c1ccncc1)Nc1ccccc1N2 (stereo not drawn) | 1.1 | 1% | 4% | -1.3% | 7% | i | 0.7 | -5.5% | 23% | -2%

The list goes on; the last 2 above are carried over.
SMILES | TNAP activation fold | PMI inhibitors | human PMI inhibitors | CSM14.1 death rescue | M1AAP inhibition | Myeloid diff MLP | Myeloid diff MLP GFP+ MAC1+ % | XIAP displacement | P. falciparum M17LAP | LYP inhibition
C=CCOc1ccc(/C(O)=C2\C(=O)C(=O)N(CCOC)C2c2cccnc2)cc1 (stereo not drawn) | 1 | 0% | -7% | 2.4% | 6% | i | 6.7 | -6.0% | 9% | -5%
O=C1CCCC2=C1C(c1ccncc1)Nc1ccccc1N2 (stereo not drawn) | 1.1 | 1% | 4% | -1.3% | 7% | i | 0.7 | -5.5% | 23% | -2%
CCC1=Nc2cc(C(=O)NCc3ccco3)ccc2Sc2ccccc21 | 1.1 | 0% | -11% | -2.5% | 9% | ? | nt | 0.5% | 0% | -8%
COc1cccc(NC(=O)CN(C)CC(=O)Nc2ccc(Cl)cc2[N+](=O)[O-])c1 | 1.2 | 14% | 14% | nt | 12% | i | 0.4 | -5.5% | 4% | -4%
COc1cc(S(=O)(=O)N2CCOCC2)ccc1NC(=O)CSc1nnc(N)s1 | 1.2 | -16% | -10% | 0.2% | 15% | i | 1.0 | -1.8% | 11% | -10%
COC(=O)c1[nH]c2cccc(C)c2c1NC(=O)CN1CCN(C(=O)c2ccco2)CC1 | 1.1 | -4% | -2% | -1.4% | -1% | i | 0.4 | -3.0% | 11% | -7%
CCOCCOCCC(C(=O)OCC)P(=O)(c1ccccc1)c1ccccc1 (stereo not drawn) | 1.3 | -5% | -4% | -0.8% | -4% | i | 6.2 | -2.5% | 5% | -7%
O=C(NCC(=O)N(c1cccnc1)C(C(=O)NCc1ccco1)c1ccccc1)c1ccco1 (stereo not drawn) | 1.1 | -4% | -2% | 3.1% | 1% | i | 0.5 | 0.2% | 3% | -13%
COc1ccccc1NC(=O)C1=C(C)Nc2ncnn2C1c1cccs1 (stereo not drawn) | 1.1 | 1% | 1% | 0.2% | -4% | i | 0.7 | 4.0% | 11% | -10%
CCCCC1(C)OC(=O)C(=Cc2ccc(SC)cc2)C(=O)O1 (stereo not drawn) | 0.9 | -17% | -12% | -1.1% | 0% | i | 0.6 | -3.5% | 4% | -6%
O=C(Cc1cccs1)N1CCN(C(=O)C2CCCO2)CC1 (stereo not drawn) | 1.1 | 17% | 12% | nt | 3% | i | 6.6 | -0.1% | -2% | -1%
CC1(C)Cc2sc3c(=O)[nH]c(=S)[nH]c3c2CO1 | nt | nt | nt | nt | 4% | i | 0.5 | nt | 7% | -7%
CCN(CC)CCCNC(=O)C1c2ccccc2C(=O)N(CCOC)C1c1ccc(F)cc1 (stereo not drawn) | 1.2 | -7% | -6% | -0.8% | 0% | nt | nt | -5.8% | -3% | 2%
CC(C(=O)Nc1ccccc1)c1ccc(-c2ccccc2)c(F)c1 (stereo not drawn) | 1.1 | 16% | 11% | -0.2% | 7% | i | 2.2 | -2.4% | -4% | 1%
CCOC(=O)COc1cccc2c(=O)n(CC(=O)NCc3ccccc3)ccc12 | nt | nt | nt | nt | -1% | ? | nt | nt | 6% | -6%
CCC(=O)c1ccc(O)cc1 | 1.1 | -8% | 1% | -2.0% | 16% | i | 2.4 | -18% | 4% | -4%
